STK33 inh: human STK33 kinase inhibition; Q9BYT3; purified STK33, MBP phosphorylation, ADP-Glo luminescence; inhibition, % at 10 µM; hit rate 0.073% among 320,000;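 active means inhibition at or above 25%, using the most active replicate where run in duplicate; inactive means inhibition below 25%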
Target sequence (Q9BYT3 whole entry, looked up): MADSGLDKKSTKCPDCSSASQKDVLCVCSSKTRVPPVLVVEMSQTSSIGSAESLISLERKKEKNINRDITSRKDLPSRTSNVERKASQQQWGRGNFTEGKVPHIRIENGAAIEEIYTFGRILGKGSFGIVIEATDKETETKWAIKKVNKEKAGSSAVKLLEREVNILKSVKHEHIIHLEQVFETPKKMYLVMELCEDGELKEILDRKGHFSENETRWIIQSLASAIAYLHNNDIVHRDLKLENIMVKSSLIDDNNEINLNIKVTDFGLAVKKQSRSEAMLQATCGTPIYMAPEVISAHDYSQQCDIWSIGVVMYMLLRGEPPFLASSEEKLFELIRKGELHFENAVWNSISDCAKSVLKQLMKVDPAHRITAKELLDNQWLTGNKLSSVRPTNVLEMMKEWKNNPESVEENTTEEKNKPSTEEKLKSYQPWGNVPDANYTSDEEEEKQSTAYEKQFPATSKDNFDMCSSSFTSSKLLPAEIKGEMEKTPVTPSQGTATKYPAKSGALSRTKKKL
Kir21 inh: Kir2.1 (mouse) channel inhibition; P35561; HEK293-Kir2.1, FluxOR thallium flux fluorescence; hits give low values; B-score at 10 µM; hit rate 0.85% among 310,000; AID 1672;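 active means fluorescence ratio B-score at or below minus 3 SD of library scores, with starting-brightness B-score within 2 SD, cut at about -4.2 in these data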;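 further: channel flux triggered by added potassium and thallium sulfate stimulus; B-score of peak minus minimum fluorescence over baseline after thallium stimulus; more negative B-score means stronger Kir2.1 block with less thallium influx; some compounds called inactive have numbers as strong as hits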
Target sequence (P35561 whole entry, looked up): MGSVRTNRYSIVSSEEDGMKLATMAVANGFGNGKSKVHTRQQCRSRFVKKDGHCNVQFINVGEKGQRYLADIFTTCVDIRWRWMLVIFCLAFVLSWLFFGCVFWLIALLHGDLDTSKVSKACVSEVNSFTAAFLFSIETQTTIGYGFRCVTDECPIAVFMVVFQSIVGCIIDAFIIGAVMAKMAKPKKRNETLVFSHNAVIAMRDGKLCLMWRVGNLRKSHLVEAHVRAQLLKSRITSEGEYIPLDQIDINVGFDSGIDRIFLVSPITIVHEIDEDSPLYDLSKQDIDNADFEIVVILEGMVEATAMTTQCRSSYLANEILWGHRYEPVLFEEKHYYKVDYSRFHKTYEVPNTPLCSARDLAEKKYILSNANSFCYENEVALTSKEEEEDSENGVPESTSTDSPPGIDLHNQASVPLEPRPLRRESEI
* = called active by the depositor; / = no result given; & = joins results of further samples.

Values run as follows: STK33 inh | Kir21 inh
Cc1ccnc(-n2c(C)cc(/C=N/NC(=O)COc3cccc4cccnc34)c2C)c1
  -1.3 | 1.5
c1ccc(C(CN2CCOCC2)c2ccccc2)cc1
  -2.4 | -0.94
Cc1ccc(C(c2nnnn2Cc2cccs2)N2CCN(C(=O)c3ccco3)CC2)cc1 (stereo not given)
  -0.1 | 1
COCCn1c(C)cc(C(=O)CSc2nncn2-c2ccccc2)c1C
  -0.8 | 0.5
CCCCN(C(=O)CSCC(=O)Nc1ccc(OC)cc1)c1c(N)n(CCC)c(=O)[nH]c1=O
  -0.5 | -0.65
O=C(Nc1c(O)c2ccccc2[nH]c1=O)c1ccco1
  -3.0 | 0.41
CCCCOCCOCCOCCCC
  -0.6 | /
CCc1cc(=O)oc2c(C)c(OCC(=O)NCCN3CCOCC3)ccc12
  0.7 | 0.67
COc1cccc(Cn2nc3c4cc(F)ccc4n(Cc4ccc(F)cc4)cc-3c2=O)c1
  0.5 | 0.44
CC(=O)c1cccc(NC(=S)Nc2ccc(F)cc2)c1
  0.7 | -0.06
Cc1ccc(CNC(=O)CSc2nc(=O)n3cccc(C)c3n2)cc1
  -2.1 | 0.01
CCCCCOCC1CC(C/C(C)=N/NC(N)=O)(C(=O)OCC)C(=O)O1 (stereo not given)
  -1.1 | -0.66
CCOc1ccc(S(=O)(=O)NC2CCCCCC2)cc1
  -1.3 | 0.38
CSc1cccc(NC(=O)c2cnccn2)c1
  -0.5 | -1.9
C/C(=N\NC(=O)C12CCC(C)(C(=O)O1)C2(C)C)c1ccccc1O (stereo not given)
  -1.9 | 0.75
COC(=O)c1cccc(NC(=O)CCN2C(=O)C3CC=CCC3C2=O)c1 (stereo not given)
  -0.7 | /
Cn1cc(/C=C/C(=O)N2CCCC(C(=O)c3cccc4ccccc34)C2)cn1 (stereo not given)
  / | 0.51
COc1ccc(C(=O)N2N=C(c3cccs3)CC2c2ccccc2O)cc1 (stereo not given)
  -2.3 | -0.64
O=C(N/N=C/c1cccnc1)c1cc2c(ccc3ccccc32)o1
  -1.1 | -0.6
Cc1ccc(NC(=O)CCn2nnc3ccccc32)c(C)c1
  1.3 | -0.57
COc1cc2sc3ccc(-c4ccc(N(C)C)nc4)cc3c(=O)c2cc1OC
  2.2 | -0.27
Cc1ccc(C(=O)Nc2ccccc2N2CCOCC2)cc1S(=O)(=O)N1CCOCC1
  0.7 | /
CC(=O)Nc1ccc(Oc2nc(-c3ccccn3)nc3ccccc23)cc1
  -1.7 | -0.21
Cc1ccc(NC(=O)CNCC2CCCCC2)cc1S(=O)(=O)N(C)C
  -1.5 | -0.36
CC(C)C(=O)NC(=S)NCC(=O)c1ccccc1
  -1.2 | 1.8
Cc1ccc(NC(=O)CCNC(=O)c2ccccc2Cl)cc1S(=O)(=O)N1CCCCCC1
  -1.4 | /
Cc1cccc(N2C(=O)C(Cc3ccccc3)NC2=S)c1 (stereo not given)
  0.1 | 1.1
CC(=O)Nc1c(-c2ccccc2Cl)c(=O)c2ccccc2n1C
  -2.6 | 0.43
CC(=O)Nn1c(-c2ccccc2)cc2ccccc21
  -0.6 | -0.68
CC1(c2ccc([N+](=O)[O-])c(CS(=O)(=O)c3ccccc3)c2)OCCO1
  -1.6 | -1
NC(=O)C1CCCN(Cc2ccc3ccccc3c2)C1 (stereo not given)
  -2.0 | 1.4
Cc1cc(N/C=C(\C#N)S(=O)(=O)c2ccc(Cl)cc2)nc(C)n1
  0.0 | -1.7
COc1ccc(CC(=O)Nc2nc(C)cs2)cc1OC
  -2.2 | /
COCCN(C(=O)C1CCCC1)c1c(N)n(Cc2ccccc2)c(=O)[nH]c1=O
  / | -0.23
O=C(CSc1ncn[nH]1)c1ccco1
  -2.1 | 0.55
O=C(Nc1ccc(-c2nc3ccccc3o2)cc1)C1CCCO1 (stereo not given)
  2.0 | 1.6
COc1ccc(NC2CCCN(C(=O)c3csc(C(C)C)n3)C2)cc1 (stereo not given)
  1.2 | -1.8
CCCN1C(=O)c2cc(C(=O)Nc3ccccc3OC)ccc2C1Nc1ccccc1OC (stereo not given)
  -1.5 | -0.6
O=C(Cc1ccccc1)NN1C(=O)/C(=C/c2ccccc2C(=O)O)SC1=S
  -1.1 | 2
O=[N+]([O-])c1ccccc1S(=O)(=O)Nc1ncccn1
  0.8 | -0.12
CC1(C)Cc2cccc(OCC(=O)OCC(=O)NCc3ccccc3)c2O1
  -0.8 | -4.3*
CC(C)[N+]1(C)[C@@H]2CC[C@H]1CC(OC(=O)C(CO)c1ccccc1)C2 (stereo not given in full)
  -1.9&-0.3&0.1 | -0.11
NC(=O)C1CCN(S(=O)(=O)c2cccc(S(=O)(=O)N3CCCCC3)c2)CC1
  -0.5 | 0.72
CC(=O)NS(=O)(=O)c1ccc(N)cc1
  -1.5&-1.7 | 2
CCn1c(-c2csc3c2CCCC3)n[nH]c1=S
  -0.2 | -1.3
NC1=NC(=O)/C(=C/c2cc(Br)c(O)c(Br)c2)S1
  0.5 | 0.09
CCN(CC(=O)NCc1ccc(F)cc1)CC(=O)Nc1ccc(S(=O)(=O)N2CCCC2)cc1
  -0.7 | 0.12
Cc1ccc(-n2c(Cc3cccn3C)nnc2SCC(=O)Nc2ccc3c(c2)OCO3)cc1
  -0.6 | 0.65
O=C(CSc1n[nH]c(-c2ccccc2)n1)c1ccc(O)c(O)c1
  5.3 | 0.97
COc1ccc(S(=O)(=O)N(C)C[C@H]2Oc3ccc(NC(=O)Nc4ccc5c(c4)OCO5)cc3CC(=O)N([C@@H](C)CO)C[C@@H]2C)cc1
  1.1 | /
Nc1[nH][nH]c(=O)c1N=Nc1ccc2c(c1)OCO2
  1.2 | 0.57
COc1nc(OC)nc(N2CCC(C(=O)NC3CC3)CC2)n1
  -1.1 | 1.2
COc1ccc(S(=O)(=O)CCC(=O)NCCc2cccc(C)c2)cc1
  -0.9 | -2.1
CCOCCn1c(CCCO)nc2ccccc21
  -1.0 | -0.46
O=C(CSC1=NS(=O)(=O)c2ccccc2N1)Nc1ccc(F)cc1
  0.2 | 0.54
CC(C)=C1SC(N2CCN(c3ccc(C)c(Cl)c3)CC2)=NC1=O
  0.7 | 2.6
Cc1ccc(/C=C2\SC(=S)N(CCCC(=O)N3CCOCC3)C2=O)cc1
  0.8 | 2.6
CN1CCN(C(=O)N2CCNC2=O)CC1
  -0.6 | 0.18
O=C(COC(=O)C1CC(=O)N(Cc2ccccc2)C1)Nc1ccccc1F (stereo not given)
  -0.4 | -0.1
CCCCn1c(N)c(Sc2ccccc2[N+](=O)[O-])c(=O)[nH]c1=O
  0.1 | 0.28

Continuation:
Values run as follows: STK33 inh | Kir21 inh
CCN(CC)S(=O)(=O)c1cccc(-c2cn3cc(C)ccc3n2)c1
  -0.7 | 1
COC(=O)C1=C(C)N(CCCC(=O)O)C(=O)NC1c1ccccc1Cl (stereo not given)
  1.0 | -0.71
O=C(NCCNC1CCN(Cc2ccccc2)CC1)c1cccs1
  -1.2 | 0.06
NC(=O)c1nc[nH]c1C(=O)Nc1cccc(NC(=O)c2cccc(C(F)(F)F)c2)c1
  -1.1 | /
CC(C)(C)OC(=O)Nc1ccc([C@@H](NC(=O)OC(C)(C)C)C(=O)OC(C)(C)C)cc1
  -0.8 | /
COc1ccccc1NC(=S)NC(C)=O
  0.0 | 0.39
Cc1cc(C)n2c(Nc3ccc4c(c3)OCCO4)c(-c3ccccc3)nc2n1
  -1.1 | 0.18
CCOc1ccc(N(CC(=O)N/N=C/c2cc(Br)c(C)o2)S(C)(=O)=O)cc1
  0.0 | -0.68
Cc1ccc(-n2c(C)cc(C=C(C#N)C#N)c2C)cc1
  -0.3 | 0.01
COc1ccc(-c2ccc(-c3nc4ccc(C)cn4c3NC3CCCCC3)cc2OC)cc1
  0.5 | 1.3
COc1ccc(NC(=O)c2ccccc2C(=O)N2CCCCC2)cc1
  -0.9 | -1.1
CCNS(=O)(=O)c1ccc(CCC(=O)N2CCOCC2)cc1
  0.2 | -1
COc1ccc(S(=O)(=O)N(CC(=O)N2CCOCC2)Cc2ccccc2)cc1C
  -0.1 | 0.54
C/C(CC(=O)Nc1ccc(Cl)c(C(F)(F)F)c1)=N\NC(=O)c1ccccc1O
  -1.2 | -2.1
Nc1cc(N)nc(SCc2cc(=O)oc3cc4c(cc23)CCC4)n1
  0.8 | -0.2
CC(=O)c1ccc(N(CC(=O)Nc2cc(C)on2)S(=O)(=O)c2ccc(C)cc2)cc1
  -1.2 | /
CC(=O)Nc1ccc(NC(=O)CN(c2ccccc2Cl)S(C)(=O)=O)cc1
  -0.5 | 0.1
O=C(NCC(=O)N1CCCC1)c1ccc(Br)o1
  -1.9 | -0.14
CCCn1c(SCC(=O)Nc2sc(C)c(C)c2C#N)nnc1C(C)C
  -1.3 | -0.09
O=C(CN1C(=O)C2CC=CCC2C1=O)Nc1ccc(S(=O)(=O)N2CCOCC2)cc1 (stereo not given)
  -0.7 | -0.7
CC(C)C[C@@H](CN=[N+]=[N-])N1CCN(C)CCC1=O
  -0.7 | -0.44
CC(C)C(=O)N(Cc1ccc(F)cc1)Cc1nc2ccccc2c(=O)[nH]1
  -0.3 | -0.6
O=C1CCCC(c2ccccc2)N1 (stereo not given)
  -0.5 | -2.8
O=C(O)c1sccc1Oc1ccc(NS(=O)(=O)c2ccccc2)cc1
  -0.2 | 2.9
CCOC(=O)CSc1n[nH]c(NC(C)=O)n1
  -1.8 | -0.74
CC(=O)N(C)Cc1ccc(C(=O)CCl)cc1
  -1.1 | -1.1
S=C(Nc1ccc(Cl)cc1)NC1CCCCC1
  -2.2 | 0.61
CSc1ccc(N=Nc2c(C)[nH]n(C)c2=O)cc1
  -0.8 | -14
O=C(Cc1ccccc1)NCc1nc2ccccc2[nH]1
  -0.9 | 1.4
Cn1nnnc1SCC(=O)N1CCN(S(=O)(=O)c2ccccc2)CC1
  -2.8 | -1.5
Fc1ccc2cc(-c3cccnc3)ncc2c1
  4.4 | /
COCCN(CC(=O)Nc1ccc(F)cc1)S(=O)(=O)c1ccc(S(=O)(=O)N2CCCC2)cc1
  0.1 | -0.31
O=C(NCCOc1ccccc1)c1ccc2n[nH]nc2c1
  0.1 | /
C=CCOc1ccc(/C=C2\SC(N3CCCCC3)=NC2=O)cc1
  0.4 | 0.85
CCc1c(C)nc(SC)n(CC#N)c1=O
  -1.4 | 0.36
Cc1cc(/C=C2\SC(=S)NC2=O)c(C)n1-c1cccc(O)c1
  0.1 | -2.7
COc1ccc(NC(=O)N2CCn3c2nc2ccccc23)cc1
  -1.5 | 0.53
Cc1ccc(-c2noc(CSc3nnc(-c4ccncc4)n3-c3ccc(C)cc3)n2)cc1
  -2.2 | -0.02
O=C(OCc1cc(Cl)cc2c1OCOC2)c1cccnc1Cl
  0.1 | /
O=C(O)Cn1c(O)c(C=Nc2ccccc2)sc1=S
  -0.1&-0.8 | 0.41&0.1

Five structures from above, sorted by molar mass, low to high:
Values run as follows: STK33 inh | Kir21 inh
CCc1c(C)nc(SC)n(CC#N)c1=O
  -1.4 | 0.36
C=CCOc1ccc(/C=C2\SC(N3CCCCC3)=NC2=O)cc1
  0.4 | 0.85
Cc1cc(/C=C2\SC(=S)NC2=O)c(C)n1-c1cccc(O)c1
  0.1 | -2.7
O=C(OCc1cc(Cl)cc2c1OCOC2)c1cccnc1Cl
  0.1 | /
Cn1nnnc1SCC(=O)N1CCN(S(=O)(=O)c2ccccc2)CC1
  -2.8 | -1.5

Continuation.
Values run as follows: STK33 inh | Kir21 inh
COc1ccc(C(=O)N/C(=C\c2ccco2)C(=O)NCc2cccnc2)cc1
  -0.3 | 0.02
O=C1c2cccnc2C(Nc2ccc(Br)cc2)N1Cc1cccs1 (stereo not given)
  -1.7 | 0.06
FC(F)Oc1ccc(NC(=S)NNc2ccnc3cc(Cl)ccc23)cc1
  0.6 | -0.04
Cc1cnc2c(c1)C(=O)c1ccccc1-2
  0.3 | 0.48
COc1ccccc1CNC(=O)COC(=O)c1ccc(Cl)c(N)c1
  -0.3 | -0.66
O=C(COc1ccc2c(c1)OCO2)Nc1ccccc1F
  0.2 | 0.49
COc1ccc(CNC(=S)Nc2ccccc2)cc1
  -0.8 | -2
Cc1cc(C)c(OCC(=O)OCC(=O)N2CCCc3ccccc32)c(C)c1
  -0.6 | -0.5
CCCCn1c(C(C)NC(=O)c2cccs2)nc2ccccc21 (stereo not given)
  -0.7 | 0.78
CC(=O)Nc1ccc(C(=O)NNC(=O)c2ccc(Cl)cc2Cl)cc1
  -0.1 | -0.01
CN(c1ccccc1)S(=O)(=O)c1cccc(NC(=O)CSc2nncn2C)c1
  0.4 | -0.08
COc1ccc([N+](=O)[O-])cc1NS(=O)(=O)c1cc(C(=O)NCc2cccnc2)ccc1Cl
  -1.4 | /
O=C1C2=C(c3ccccc31)[N+](=O)C1CCCCC1N2[O-] (stereo not given)
  -1.6 | -1.3
CCCC(=O)Nc1ccc(C(=O)NCCc2ccc(F)cc2)cc1
  -1.2 | -0.56
COc1ccc(C(=O)NCc2ccco2)cc1S(=O)(=O)N1CCOCC1
  -0.3 | 0.33
COC(=O)C1=C(C)NC2=C(C(=O)CC(c3cccs3)C2)C1c1ccsc1 (stereo not given)
  -1.3 | -0.19
CS(=O)(=O)Nc1ccc(C(=O)NCCSCc2ccccc2)cc1
  0.0 | 1.7
O=C(CCC(=O)N1CCN(c2ccccc2)CC1)Nc1nnc(C2CCCCC2)s1
  -0.5 | -3
Cc1c(Br)c(-c2n[nH]c(=S)n2Cc2ccco2)nn1C
  -0.2 | -1.2
COc1ccccc1NC(=O)NNC(=O)CCc1ccccc1
  -3.4 | -1.9
O=C(OCc1ccc([N+](=O)[O-])cc1)C1CC(=O)N(Cc2ccccc2Cl)C1 (stereo not given)
  -0.9 | -1.9
CCn1c(=O)cc(SCC(=O)Nc2ccc(OC)c(OC)c2)c2ccccc21
  -2.8 | -0.38
CCN1CCCc2cc(CN(CCN3CCOCC3)C(=S)Nc3ccccc3C)ccc21
  -0.9 | -0.15

Screening data deposited in PubChem by several laboratories.
